TWEAK Fn14 block – blocks TWEAK-Fn14 interaction in a reporter cell assay | TWEAK-stimulated Fn14 reporter cells, luciferase luminescence, 8 h | inhibition, % at 10 µM | actives 2% (n = 360,000); in the data active = inhibition above about 50%
TROY signal inh – inhibitors of TROY-dependent NF-kB signaling; Q293 LMP1-TROYcd NF-kB luciferase reporter, 4 h; inhibition, % at 10 µM; actives 0.98% (n = 360,000); AID 1347056;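 active = compounds whose plate-normalised and pattern-corrected inhibition of the luciferase reporter signal at the single screening dose is 50% or more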
NOD2-RIPK2 inh – NOD2-RIPK2 protein interaction inhibition; O43353; CHO BLA complementation NOD2-RIPK2, CCF4 ratio; inhibition, % at 4.98 µM; AID 624267; actives 0.38% (n = 360,000); in the data active = inhibition above about 21%;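 note: 0% = vehicle only and 100% = reference blocker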
C8 TRAIL sens – sensitizes caspase-8 expressing cells to TRAIL | NB7+C8 cells + TRAIL, ATPlite viability luminescence | inhibition (viability loss, TRAIL sensitization), % at 10 µM | actives 1% (n = 360,000) | AID 624354;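 active = compounds causing at least 50% loss of cell viability in the single-dose screen, relative to plate controls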
SRC2 inh – inhibits human steroid receptor coactivator 2; HEK293 GAL4-SRC2 luciferase reporter, luminescence; actives 0.17% (n = 370,000); inhibition, % at 9 µM; Q15596; AID 651957;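 active = inhibition above the mean inhibition of all tested compounds plus 3 SD, set per campaign, cut at about 52% in these data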;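 note: 0% = DMSO treated cells and 100% = cells given Gossypol at 36 µM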
EBV LMP1 NFkB – Epstein-Barr LMP1 NF-kappaB reporter inhibition; LMP1-induced NF-kappaB luciferase reporter cells, luminescence; inhibition, % at 12.5 µM; actives 0.69% (n = 350,000); AID 504558; in the data active = inhibition above about 41%;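 note: 0% = neutral control wells and 100% = reference inhibitor control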
NR2F2 inh – blocks human COUP-TFII nuclear receptor. P24468. HEK293T NGFI-A luciferase reporter, luminescence. inhibition, % at 8.6 µM. actives 0.7% (n = 370,000). AID 686940;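 active = inhibition above a per-plate cutoff, mean inhibition of test wells between control levels plus 3 SD, cut at about 38% in these data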;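 note: cells cotransfected with COUP-TFII expression vector driving the NGFI-A reporter; 0% = median of COUP-TF2 test wells and 100% = reporter-only cells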
SRC1 inh – human NCOA1 inhibition; Q15788; HEK293 GAL4-SRC1 luciferase reporter, luminescence; inhibition, % at 3.6 µM; actives 0.12% (n = 360,000);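 active = inhibition above the campaign mean plus 3 SD, with each screening campaign given its own cutoff, cut at about 60% in these data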;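 note: 0% = DMSO treated cells and 100% = gossypol at 36 µM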
TLR9-MyD88 block – TLR9-MyD88 interaction inhibition | CHO BLA complementation TLR9-MyD88, CCF4 FRET ratio | inhibition, % at 4.98 µM | actives 0.21% (n = 340,000);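 active = inhibition above the mean over all tested compounds plus 3 SD, cut at about 21% in these data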;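 note: 0% = DMSO only wells and 100% = clavulanate BLA inhibitor control wells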
Target sequence (Q99836 whole entry, looked up): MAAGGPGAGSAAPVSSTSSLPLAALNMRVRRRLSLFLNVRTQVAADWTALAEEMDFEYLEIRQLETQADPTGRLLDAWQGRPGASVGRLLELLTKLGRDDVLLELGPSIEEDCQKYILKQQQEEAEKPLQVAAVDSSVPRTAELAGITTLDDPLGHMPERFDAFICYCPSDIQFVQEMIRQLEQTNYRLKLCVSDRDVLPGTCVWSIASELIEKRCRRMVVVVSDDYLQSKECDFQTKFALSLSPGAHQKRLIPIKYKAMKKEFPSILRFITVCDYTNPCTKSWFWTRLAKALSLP
Target sequence (Q9NR96 whole entry, looked up): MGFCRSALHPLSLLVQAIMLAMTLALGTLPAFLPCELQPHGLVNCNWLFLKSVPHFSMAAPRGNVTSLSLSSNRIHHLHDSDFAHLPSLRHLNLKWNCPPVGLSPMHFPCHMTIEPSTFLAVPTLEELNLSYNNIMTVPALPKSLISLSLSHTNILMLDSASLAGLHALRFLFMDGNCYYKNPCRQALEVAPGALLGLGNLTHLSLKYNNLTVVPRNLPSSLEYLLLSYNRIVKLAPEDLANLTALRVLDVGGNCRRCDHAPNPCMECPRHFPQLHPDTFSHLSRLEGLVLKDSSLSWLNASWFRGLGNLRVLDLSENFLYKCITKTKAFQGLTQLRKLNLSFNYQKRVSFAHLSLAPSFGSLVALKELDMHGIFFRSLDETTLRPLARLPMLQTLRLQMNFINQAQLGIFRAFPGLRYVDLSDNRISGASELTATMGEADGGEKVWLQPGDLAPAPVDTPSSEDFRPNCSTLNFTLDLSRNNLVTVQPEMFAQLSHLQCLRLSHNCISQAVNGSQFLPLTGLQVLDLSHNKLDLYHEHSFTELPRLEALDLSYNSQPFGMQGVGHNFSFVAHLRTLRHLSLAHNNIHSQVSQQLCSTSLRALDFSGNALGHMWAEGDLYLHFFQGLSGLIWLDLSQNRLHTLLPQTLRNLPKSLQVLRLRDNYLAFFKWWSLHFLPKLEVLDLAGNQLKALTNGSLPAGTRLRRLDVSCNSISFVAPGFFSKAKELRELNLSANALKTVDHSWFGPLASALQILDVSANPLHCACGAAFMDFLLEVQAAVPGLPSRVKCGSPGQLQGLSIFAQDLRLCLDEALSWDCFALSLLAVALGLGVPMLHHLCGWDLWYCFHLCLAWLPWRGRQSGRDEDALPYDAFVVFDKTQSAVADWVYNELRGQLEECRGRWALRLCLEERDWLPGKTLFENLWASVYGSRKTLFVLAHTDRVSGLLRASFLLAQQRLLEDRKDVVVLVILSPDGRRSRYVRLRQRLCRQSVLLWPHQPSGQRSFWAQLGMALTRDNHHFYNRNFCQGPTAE
NR5A2 inv ag – inverse agonists of human LRH-1 (NR5A2); inhibition, % at 3.6 µM; HEK293T StAR-luciferase reporter, LRH-1 transfected, 24 h; AID 602396; O00482; actives 0.13% (n = 360,000);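 active = inhibition above the mean inhibition of all tested compounds plus 3 SD, cut at about 73% in these data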;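 note: 0% = DMSO wells and 100% = reporter-only cells lacking LRH-1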
SRC3 inh – inhibitors of human steroid receptor coactivator 3 (SRC3); AID 588352; HEK293 GAL4-SRC3 luciferase reporter, luminescence; actives 0.17% (n = 360,000); inhibition, % at 3.6 µM;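 active = inhibition above a per-campaign cutoff, the mean of all compounds plus 3 SD, cut at about 60% in these data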;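 note: 0% = DMSO-treated cells and 100% = gossypol-treated cells at 36 µM; higher means less SRC3-driven luciferase light from the GAL4 reporter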
Active calls of the source: *; . = no result given. Not all compounds are listed; rates above refer to the full screens.

SMILES	TWEAK Fn14 block	TROY signal inh	NOD2-RIPK2 inh	C8 TRAIL sens	SRC2 inh	EBV LMP1 NFkB	NR2F2 inh	SRC1 inh	TLR9-MyD88 block	NR5A2 inv ag	SRC3 inh
CN(C)C(=O)CSc1nc2ccccc2c(=O)[nH]1	-4	18	-3	8	-13	-7	5	-7	-12	-44	-19
CC1=C(C(=O)Nc2ccc(Cl)cc2C(=O)N2CCC(C(N)=O)CC2)SCCO1	-2	10	-6	-28	20	4	0	-9	0	6	-6
O=C(Nc1ccc(N2CCOCC2)nc1)c1ccc(Cl)cc1	-22	-12	-6	21	-27	-3	-19	-2	-5	-34	-32
CC[C@@H](C)[C@H](NC(=O)Cc1c(C)c2cc3c(C)coc3c(C)c2oc1=O)C(=O)O	12	9	-12	-6	-12	-5	22	12	1	1	-7
COc1ccc(Cl)cc1-n1c(C)cc(C(=O)O)c1C	7	19	-10	-9	0	1	9	-6	3	8	-19
c1ccc(N2CCN(Cc3ccc4c(c3)OCO4)CC2)nc1	2	11	-6	10	-9	.	4	-7	.	-20	10
CC1(C)CC(=O)C2=C(C1)Nc1ccccc1[S@]2=O	-6	2	-5	-6	-2	3	-6	-27	9	-3	11
COc1ccc(C(=O)N2C(=O)c3ccc(N)cc3C2=O)cc1	-12	-78	8	9	-5	-5	2	-15	19	-18	-6
C/C(Cc1ccccc1)=N\NC(=O)CNC(=O)COc1cccc(C)c1	-2	12	-11	3	-16	-4	-6	7	-7	-12	14
CNC(=O)N1CCN(C(=O)NC)CC1	11	-6	-6	1	27	-4	-8	-21	-2	2	-12
CC(C)n1ncc2c(C(=O)Nc3ccc(CC#N)cc3)cc(C3CC3)nc21	-4	1	-7	-2	-13	-14	18	-10	1	-13	9
Cc1cc(C)c2ccc(=S)[nH]c2n1	4	-12	-5	7	-4	-2	14	-50	-1	2	6
Cc1ccc(NC(=O)C2CC(=O)OC23CCOC(C)(C)C3)cc1 (stereo unspecified)	-11	2	-8	6	7	9	8	-3	3	-3	-5
NC(=O)C1(c2ccccc2)CCCN1C(=O)c1ccccc1Br (stereo unspecified)	4	-3	-3	-9	-13	-3	0	2	-1	3	18
Cc1noc(C)c1COC(=O)c1ccccc1NC(=O)c1ccco1	-11	-8	-3	8	-6	12	-1	11	-4	8	-3
Cc1nc2nc[nH]n2c(=O)c1CCOC(=O)c1c(F)cccc1F	3	3	-3	0	-5	-1	-14	-4	-9	12	0
O=C(c1ccc(COc2ccc3c(c2)CCC3)o1)N1CCN(c2ccccc2)CC1	-35	-25	-3	3	-17	-5	4	-15	0	-43	-19
CCOC(=O)c1ccc(CSc2nnc(-c3ccncc3)n2N)cc1	-15	-9	5	8	-1	-1	1	-2	1	13	-6
Cc1ccc2nc(Cl)c(-c3ccccc3)cc2c1	-23	-27	1	0	1	.	-2	-12	.	-1	-11
CC(OC(=O)c1ccc(Br)o1)C(=O)Nc1ccc2c(c1)OCCO2 (stereo unspecified)	-4	-1	-6	-11	5	-6	9	11	4	24	0
COc1ccc(C2N(c3ccc(OC)cc3)C(=S)N3CCCN23)cc1 (stereo unspecified)	7	-19	-1	6	-43	-12	-25	-35	-2	-55	0
COc1cc(C=Nc2ccccc2C(=O)Nc2ccccc2)cc(OC)c1OC	-9	-28	-4	-1	-13	-1	-7	-4	-1	8	-5
CCCCCC1CCC(C(=O)NNC(=S)NCC)CC1 (stereo unspecified)	-12	4	-1	-12	11	3	-1	-7	-10	11	12
CCc1ccc(Nc2n[n+](-c3ccccc3)c(-c3ccc(C(=O)O)cc3)s2)cc1	-4	-1	-2	19	-13	11	8	-27	0	0	7
CC(C)COn1c(=S)[nH]c2ccccc2c1=O	44	-12	1	-12	-28	-3	7	3	3	-5	-3

Further compounds.
SMILES	TWEAK Fn14 block	TROY signal inh	NOD2-RIPK2 inh	C8 TRAIL sens	SRC2 inh	EBV LMP1 NFkB	NR2F2 inh	SRC1 inh	TLR9-MyD88 block	NR5A2 inv ag	SRC3 inh
O=C(Oc1ccccc1)c1ccc(-n2cnnn2)cc1	1	-3	-3	2	9	-13	3	-33	-2	-2	16
COc1ccccc1OCCCC(=O)Nc1ccc(N2CCOCC2)cc1	-6	10	10	-1	-7	16	-5	-15	-2	-10	16
Cc1ccc(NS(=O)(=O)c2ccc3c(c2)NC(=O)CCS3)cc1F	8	9	-7	23	9	9	-9	0	4	3	-4
O=C(NC(=O)c1ccc(Cl)cc1)OC1CCCCC1	-23	-70	-14	-2	-15	-24	-22	-46	0	-29	-17
c1coc(CNc2ncnc3nc[nH]c23)c1	-3	-2	-21	10	5	-6	-7	-8	6	-10	-11
COc1ccccc1-n1c(SC)nc2c(sc(=S)n2-c2ccccc2)c1=O	-19	-13	8	-7	-6	5	-8	-38	-8	18	2
CCN(CC)CCNC(=O)C(C(=O)c1ccccc1)n1ccccc1=O (stereo unspecified)	8	7	1	3	15	0	2	3	-7	-11	11
Oc1c(Cl)cc(Cl)cc1C=Nc1ccc(N2CCOCC2)cc1	-5	-12	6	7	-5	-4	2	10	1	9	0
COc1ccc2cc(C(=O)C3CCCN(C(=O)CSc4nnc(C)o4)C3)ccc2c1 (stereo unspecified)	16	-9	-7	10	18	-2	5	-18	-9	0	9
Cc1ccc(C(=O)NCCONC(=O)c2ccc(C)cc2)cc1	3	-3	2	12	-11	-8	2	-14	-7	-2	1
CCN1CCN(C(=O)c2ccc(S(=O)(=O)Nc3ccccc3)cc2)CC1	15	-6	-1	1	-4	35	-8	-6	-13	-1	-2
COc1ccc(-n2nnnc2SCC(=O)NCCc2ccc(OC)c(OC)c2)cc1	-16	19	3	2	0	0	15	1	6	5	4
O=C(Nc1ccc(F)cc1)NC1(C(=O)NCc2ccc3c(c2)OCO3)CCCCC1	-6	-7	-5	-10	-7	-7	2	-11	11	8	-16
Cc1cc(Cl)ccc1C(=O)C1CCCN(C(=O)CCn2cnnn2)C1 (stereo unspecified)	12	-1	-10	-6	-8	-14	-18	-1	3	-4	25
CCOc1ccc(S(=O)(=O)Nc2ccc(C(=O)NCC3(N4CCCCC4)CCCCC3)cc2)cc1	-19	4	1	-6	-42	-59	-32	-18	-7	-62	9
COc1ccc(C2(C(=O)NC3CCCCC3)CCOCC2)cc1OC	-1	14	-3	2	8	0	2	8	-4	5	23
CCN(c1ccccc1)S(=O)(=O)c1ccc2[nH]cc(C(=O)NCCOC)c(=O)c2c1	8	.	0	-1	0	-2	12	-11	2	5	-5
CC(C)NC(=S)NC(c1ccccc1)(c1ccccc1)c1ccccc1	26	-16	-1	-12	13	3	16	11	-2	32	0
COc1cc(/C=N/NC(=O)CN2CCOCC2)ccc1OCc1ccccc1	-5	-30	5	3	-19	0	-6	-5	-6	-7	-17
O=C(c1cccc(S(=O)(=O)N2CCCC2)c1)N(Cc1ccco1)C1CCS(=O)(=O)C1 (stereo unspecified)	12	-15	1	3	15	2	-18	-16	9	5	4
Cc1cc(C)c(S(=O)(=O)N2CCN(c3ccc([N+](=O)[O-])c(-n4nc(C)cc4C)c3)CC2)c(C)c1	13	5	-9	7	11	-19	-7	10	-2	3	-4
CN1CC(c2ccccn2)C2(SC(=S)N(Cc3ccccc3)C2=O)C12C(=O)Nc1ccccc12 (stereo unspecified)	6	-3	2	2	-23	4	11	-13	-2	-14	-1
COc1ccc(-n2c(SCC(=O)NCc3cccs3)nc3[nH]ncc3c2=O)cc1	-1	5	6	-10	15	4	-3	-6	-4	-2	10
CCCOc1ccc(C(=O)NCC2OCCc3ccccc32)cc1OC (stereo unspecified)	1	-9	-3	-1	3	-3	0	11	-4	-4	13
CN(Cc1ccc(OC(F)F)cc1)Cc1nc2c(Br)cc(Br)cc2c(=O)[nH]1	-7	15	-2	-4	14	9	-7	-32	-1	0	-1

3 compounds already listed, ordered by their value in EBV LMP1 NFkB, rising:
SMILES | TWEAK Fn14 block | NOD2-RIPK2 inh | SRC2 inh | EBV LMP1 NFkB | NR2F2 inh | SRC1 inh | TLR9-MyD88 block | NR5A2 inv ag | SRC3 inh
CCOc1ccc(S(=O)(=O)Nc2ccc(C(=O)NCC3(N4CCCCC4)CCCCC3)cc2)cc1 | -19 | 1 | -42 | -59 | -32 | -18 | -7 | -62 | 9
COc1cc(/C=N/NC(=O)CN2CCOCC2)ccc1OCc1ccccc1 | -5 | 5 | -19 | 0 | -6 | -5 | -6 | -7 | -17
CCN1CCN(C(=O)c2ccc(S(=O)(=O)Nc3ccccc3)cc2)CC1 | 15 | -1 | -4 | 35 | -8 | -6 | -13 | -1 | -2

Carrying on.
SMILES	TWEAK Fn14 block	TROY signal inh	NOD2-RIPK2 inh	C8 TRAIL sens	SRC2 inh	EBV LMP1 NFkB	NR2F2 inh	SRC1 inh	TLR9-MyD88 block	NR5A2 inv ag	SRC3 inh
CCCCCN(C(=O)CN1CCC(Cc2ccccc2)CC1)c1c(N)n(CCCC)c(=O)[nH]c1=O	-4	18	-2	-6	1	3	11	1	4	-10	-15
Cc1ccc(C(NC(=O)C2CCN(CCOc3ccc(Cl)cc3)CC2)c2ccccn2)cc1 (stereo unspecified)	7	-8	4	8	-27	.	-2	16	.	-12	4
CCC(CO)Oc1cc(NCc2ccc(C(C)(C)C)cc2)c2ncn(C(C)C)c2c1 (stereo unspecified)	3	21	8	14	-40	-34	-8	2	10	-20	2
Cc1cccc(C)c1NC(=O)N1CCCC1C(=O)Nc1ccc(-n2cnnn2)cc1 (stereo unspecified)	8	10	0	-2	4	3	-31	-3	1	-10	11
COCc1c(C(=O)N/N=C(/C)c2ccc(OCc3ccccc3)cc2)nnn1-c1nonc1N	-45	-26	3	2	-44	-16	-45	-74	-29	-87	-83
O=C(Nc1cccc(C(=O)O)c1)/C(=C/c1ccc2c(c1)OCO2)NC(=O)c1cccc(Br)c1	-25	-3	6	-10	0	2	6	2	-5	13	6
C(=Nc1ccccc1)c1ccc[nH]1	17	-18	0	-8	-13	0	5	4	-1	15	-11
Cn1c(CCN2CCCC2)nc2cc(NS(=O)(=O)c3ccc(F)cc3)ccc21	13	3	-3	-7	-27	-5	-19	-4	-4	0	-17
O=C(Nc1ccc(N2CCOCC2)cc1)c1cnccn1	81*	60*	-4	78*	7	63*	-28	-67	-3	-81	-39
CCCCCn1c(-c2ccco2)nc2nc3ccccc3nc21	21	-19	2	7	8	1	-9	-19	-22	-16	-11
O=C(O)c1ccc(-n2c(=O)c3ccccc3c3ccccc3c2=O)cc1	-21	-12	1	-9	5	6	-6	-20	-5	0	13
Cc1cccnc1NC(=O)C1CCN(S(=O)(=O)c2cccs2)CC1	-2	5	-10	3	20	-20	16	-9	-3	-7	-8
Cc1ccc(NC(=O)C2(C)CCN2CCc2ccccc2)cc1O (stereo unspecified)	-6	3	-6	-6	1	.	10	5	.	0	7
COc1cc2cc(Oc3ccc4ccc(=O)oc4c3)c(=O)oc2cc1O	-3	-5	4	-5	-12	5	0	-2	-7	-4	-5
COc1cc(Cl)c(C)cc1NC(=O)CNC(=O)Cn1cnc2ccccc2c1=O	-13	0	-1	-7	-8	-10	0	7	5	-4	0
CCCOC(=O)c1c(NC(=O)CCCn2nc([N+](=O)[O-])c(Cl)c2C)sc(C(=O)OC)c1C	-12	25	-11	-6	2	0	19	-3	5	-33	13
CN(C(=O)CSc1nc2ccccc2n1CCc1ccccc1)C1CCS(=O)(=O)C1 (stereo unspecified)	1	-21	1	10	-3	2	4	8	-3	1	12
CCCCCN(C(=O)COC(=O)Cc1c(C)nc2ccccc2c1C)c1c(N)n(CCCC)c(=O)[nH]c1=O	10	-20	-11	20	-1	4	15	-8	4	-21	9
